aSyn yeast rescue: alpha-synuclein toxicity suppression in yeast | Potency, µM (top dose mostly 46.1 µM), inactives show at the top dose growth rescue (activation), most hits filed as activators | 0.02% of 94,000 active | S. cerevisiae alpha-synuclein toxicity rescue, BacTiter-Glo growth, 24 h | AID 1347070; active = well fitted activation curve with a large enough effect; inconclusive = small, poorly fitted or top-dose-only effect; note: 0% is about no effect
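Growth restoration measured by BacTiter-Glo luminescence after 24 hr at 30 deg C; alpha-synuclein yeast, raffinose-pregrown to mid-log, were added at OD600=0.02 in galactose medium onto pinned compounds.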
Active calls of the source: *; ? = inconclusive; [ ] = another dose, or the depositor's remark. Potency is the fitted concentration of half-maximal effect. Some of the compounds tested, so the mix of outcomes need not match the whole.

SMILES	aSyn yeast rescue
Cc1cc(NC(=O)CSc2nc3c([nH]c4ccccc43)c(=O)n2-c2ccccc2)no1	-2%
O=[N+]([O-])c1cc(C(F)(F)F)ccc1NN=C1CCCC1	-4%
CC1CCN(C(=O)CSc2nc(=O)n3ccccc3n2)CC1	4%
Cc1cc(C)cc(NC(=O)C2CCCN(C(=O)c3cnn(-c4ccccc4)c3-n3cccc3)C2)c1 (stereo unspecified)	17%
COc1cc(OC)cc(C(=O)Nc2cc3nn(-c4ccccc4)nc3cc2Cl)c1	-7%
Cc1ccccc1Nc1nc(N)nc(COC(=O)c2nn(C)c(=O)c3ccccc23)n1	3%
Cc1cc(C)cc(C(=O)Nc2ccc(-c3cn4cccnc4n3)cc2)c1	0%
COc1ccc(CCNC(=O)CCCCC(=O)NCCc2ccc(OC)c(OC)c2)cc1OC	-8%
CCSc1nnc2c(n1)OC(CC)N(C(C)=O)c1ccccc1-2 (stereo unspecified)	-8%
Cc1ccc(-c2cc3nccc(-c4cc([N+](=O)[O-])ccc4O)n3n2)cc1	0%
CCc1ccc(OCC(=O)Nc2c(C(=O)c3ccccc3)oc3ccccc23)cc1	-10%
COc1ccc(-c2nc(Cn3c(SCc4ccccc4F)nc4ccncc43)c(C)o2)cc1	3%
CCN1C(=O)C(Cc2nc3ccccc3c(=O)n2-c2ccccc2)c2cc(Br)ccc21 (stereo unspecified)	4%
COc1ccc(CC(=O)Nc2ccc(-c3nc4ccccc4s3)cc2Cl)cc1	-8%
CC(=O)N1CCCc2cc(S(=O)(=O)N(C)CC(=O)Nc3ccc(Cl)cc3C)ccc21	-3%
Cc1cccc(N(CC(=O)N2CCCC2)S(C)(=O)=O)c1C	-8%
Cc1ccc([C@H]2N[C@]3(CCCN(Cc4ccc(C(F)(F)F)cc4)C3=O)[C@H]3C(=O)N(C)C(=O)[C@@H]23)cc1	-9%
COc1ccccc1Cc1nc2ccccc2nc1SCC(=O)Nc1ccc2c(c1)OCO2	19%
CCN1CCN(Cc2c(O)ccc3oc(C)c(C(=O)Nc4cccc(C(F)(F)F)c4)c23)CC1	-12%
CCCN1CCc2c(sc(NC(=O)C3CCN(S(=O)(=O)c4cccs4)CC3)c2C(N)=O)C1	5%

Given field by field: 4 of the compounds above
> CCc1ccc(OCC(=O)Nc2c(C(=O)c3ccccc3)oc3ccccc23)cc1
  aSyn yeast rescue: -10%

> COc1ccc(-c2nc(Cn3c(SCc4ccccc4F)nc4ccncc43)c(C)o2)cc1
  aSyn yeast rescue: 3%

> CCN1C(=O)C(Cc2nc3ccccc3c(=O)n2-c2ccccc2)c2cc(Br)ccc21 (stereo unspecified)
  aSyn yeast rescue: 4%

> COc1ccc(CC(=O)Nc2ccc(-c3nc4ccccc4s3)cc2Cl)cc1
  aSyn yeast rescue: -8%

More compounds follow:
SMILES	aSyn yeast rescue
COc1ccc(CCN2C(=O)N(c3ccc(F)cc3)C(=O)C2CC(=O)Nc2ccc(OC)cc2)cc1 (stereo unspecified)	1%
CCCCN(C)C(=O)c1ccc2c(c1)N(Cc1cccc(Cl)c1)C(=O)c1ccccc1S2=O (stereo unspecified)	1%
CCOC(=O)c1c(/N=C/c2ccccc2O)sc2c1CCC2	6%
COc1ccc([C@H]2N[C@]3(CCCN(Cc4ccc(Cl)cc4)C3=O)[C@H]3C(=O)N(Cc4ccccc4)C(=O)[C@@H]23)cc1	?
Cc1ccnc(NC(=O)c2ccc(OCc3c(C)noc3C)cc2)c1	-1%
COc1ccc(N2CCN(C(=O)c3ccc4c(c3)N(Cc3ccc(F)cc3)C(=O)c3ccccc3S4=O)CC2)cc1 (stereo unspecified)	0%
CCOC(=O)c1ccc(N2C(=O)c3n[nH]c(-c4cccs4)c3C2c2cccc(F)c2)cc1 (stereo unspecified)	10%
COc1ccccc1Cc1nc2ccccc2nc1SCC(=O)N1CCCc2ccccc21	2%
Cc1cc(NS(=O)(=O)c2ccc(NC(=O)COc3ccc(Cl)cc3)cc2)nc(C)n1	0%
CCOc1ccc(-c2nonc2NC(=O)COc2c(C)cc(C)cc2C)cc1OCC	-12%
Cc1ccc2nc(-c3c[nH]c4ccccc34)c(Nc3ccccc3)n2c1	0%
Cc1ccccc1NC(=S)N/N=C/c1ccc(O)cc1O	-3%
Cc1cc(NS(=O)(=O)c2ccc(NC(=S)NC(=O)c3ccncc3)cc2)no1	11%
O=C1NC(=O)C2C3OC(C(Br)C3Br)C12 (stereo unspecified)	-2%
CCCSc1ncc(Cl)c(C(=O)Nc2ccc(S(=O)(=O)N3CCC(C)CC3)cc2)n1	0%
COc1cc(C(=O)NCC(c2cccs2)N2CCOCC2)c([N+](=O)[O-])cc1OC (stereo unspecified)	3%
COc1ccc(OCC(=O)NNC(=O)c2ccc(-c3ccccc3)cc2)cc1	-43%[inhibitor]
Cc1oc(-c2cccc(Cl)c2)nc1CN1CCC(C(=O)NCCCN2CCN(c3ccccc3F)CC2)CC1	-4%
O=[N+]([O-])c1ccc(N2CCN(Cc3ccccc3)CC2)c2c1no[n+]2[O-]	-3%
O=C(c1cc(-c2cccc(Cl)c2)on1)N1CCc2ccccc2C1	5%
Cc1cc(C)cc(Oc2nc3c(c(=O)n(C)c(=O)n3C)n2Cc2ccc(F)cc2)c1	9%
CCOc1ccccc1CNS(=O)(=O)c1csc(C(N)=O)c1	-3%
O=C1OC(c2ccccc2)c2ccccc21 (stereo unspecified)	-1%
Cc1cc2nc(C)c(=O)n(C)c2cc1C	11%
CCCCOc1ccc(S(=O)(=O)Nc2cccc(-c3ccc(N4CCOCC4)nn3)c2)cc1	10%
COc1ccc(C(=O)Nc2nc3ccc(S(=O)(=O)N4CCCC4)cc3s2)cc1	1%
O=C(CCCN1C(=O)c2cccc3cccc(c23)C1=O)NC1CCS(=O)(=O)C1 (stereo unspecified)	-1%
O=C(CCCN1C(=O)C(c2ccccc2)Oc2cccnc21)Nc1ccc(Br)cc1F (stereo unspecified)	2%
Cc1ccc(C)c(S(=O)(=O)Nc2ccc3oc(C)c(C(=O)O)c3c2)c1	1%
CS(=O)(=O)c1ccc(NCCc2ccc(S(N)(=O)=O)cc2)c([N+](=O)[O-])c1	0%
COc1ccc(/C=C/C(=O)NCCCN2CCOCC2)cc1	2%
Cc1ccccc1N(C(=O)CNC(=O)c1cccs1)C(C(=O)NC1CCCC1)c1ccncc1 (stereo unspecified)	0%
COc1ccc2c(CNCCc3ccc(SC)cc3)c(C(=O)O)n(Cc3ccc(F)cc3)c2c1	-1%
Cc1ccccc1NC(=O)Cc1nc(COC(=O)c2nccnc2N)cs1	-8%
C=C(C)CNC(=S)N1CCN(C(c2ccccc2)c2ccccc2)CC1	-6%
CCc1nc2ccccc2nc1N1CCN(S(=O)(=O)c2ccc(Cl)cc2)CC1	8%
O=C(NC(=S)Nc1cccc(S(=O)(=O)NC2=NCCC2)c1)c1cc(-c2ccco2)nc2ccccc12	2%
O=C(COC(=O)c1ccccc1Cl)Nc1ccc2[nH]c(=O)[nH]c2c1	-1%
COc1ccc(-c2nc3sc(CCNC(=O)c4cccc(C(F)(F)F)c4)c(C)n3n2)cc1	2%
Cc1cc2c(cc1S(=O)(=O)Nc1ccc(C(C)C)cc1)OCCN2C	5%

Quoted at random: 5 entries already listed.
SMILES	aSyn yeast rescue
O=[N+]([O-])c1cc(C(F)(F)F)ccc1NN=C1CCCC1	-4%
CC1CCN(C(=O)CSc2nc(=O)n3ccccc3n2)CC1	4%
Cc1cc(NS(=O)(=O)c2ccc(NC(=O)COc3ccc(Cl)cc3)cc2)nc(C)n1	0%
Cc1cc2c(cc1S(=O)(=O)Nc1ccc(C(C)C)cc1)OCCN2C	5%
COc1cc(OC)cc(C(=O)Nc2cc3nn(-c4ccccc4)nc3cc2Cl)c1	-7%

(further entries)
SMILES	aSyn yeast rescue
O=C(CSc1nc(=O)n(CCCN2CCOCC2)c2c1CCCC2)Nc1ccc(F)c(F)c1	7%
CCc1ccc(NC(=O)C2CCN(c3nc(-c4ccc(OC)cc4)no3)CC2)cc1	-4%
CNC(=O)CN1C(=O)NC(Cc2c[nH]c3ccccc23)C1=O (stereo unspecified)	-4%
COc1ccc(C(C)=O)cc1COC(=O)CCNS(=O)(=O)c1ccc(C)cc1	15%
C/C(=N\NC(=O)c1cccc([N+](=O)[O-])c1)c1ccco1	-5%
Cc1ccc(Cn2c(CN3CCC(C(=O)NCc4ccccc4C)CC3)cc3ccccc32)cc1	-25%
CC(=O)/C(=N\Nc1cccc(Cl)c1)Sc1cccc2cccnc12	8%
CCc1cccc(C)c1NC(=O)CCCn1nc(C)c2sc3ccccc3c2c1=O	6%
O=C(c1cccs1)N1C[C@@H](O)[C@H](n2cc(-c3ccc(F)cc3)nn2)C[C@@H]1c1ccc(Cl)cc1	-10%
COc1ccc(N(CC(=O)NC2CCCC2)C(=O)Cn2nnc(-c3ccc(OC)c(OC)c3)n2)c(OC)c1	-7%
Cc1cccc(N2CCN(C(=O)Cn3ncc4c5ccccc5n(C)c4c3=O)CC2)c1C	0%
Cc1ccc(-c2ccc(C(=O)O)o2)cc1Cl	24%
CC(=O)Nc1sc(C)c(C)c1C(=O)OCC(=O)N(C)C1CCS(=O)(=O)C1 (stereo unspecified)	4%
N#Cc1ccc(S(=O)(=O)NC2CCN(Cc3ccccc3)CC2)cc1	2%
CC(NC(=O)c1ccc2c(c1)OCO2)c1ccccc1 (stereo unspecified)	-8%
CCc1ccc(S(=O)(=O)NCCc2cn3ccsc3n2)cc1	-3%
CCOC(=O)C1(Cc2ccccc2)CCCN(CCO)C1 (stereo unspecified)	-8%
Cc1ccc(C(=O)Nc2cccc([N+](=O)[O-])c2)cc1S(=O)(=O)Nc1cccc(C(=O)O)c1	11%
CCC(CC)C(=O)Nc1c(C(=O)N2CCN(c3ccccc3)CC2)oc2ccccc12	-32%[inhibitor]
CCn1c(C)nc2cc(C(=O)OC)ccc21	-1%
CC(=O)/C(N=Nc1ccc(C(=O)O)cc1[N+](=O)[O-])=C(\C)O	3%
COc1ccc(C(CNC(=O)/C=C/c2c(Cl)nc3ccccn23)N(C)C)cc1 (stereo unspecified)	7%
CCC(=O)N1CCc2cc(S(=O)(=O)NCCC(=O)Nc3ccc(C)cc3)ccc21	3%
COc1ccc(CN=C2NC(=O)CC(C(=O)Nc3ccc(Cl)cc3)S2)cc1 (stereo unspecified)	-6%
Cc1ccc(Nc2nc(=O)c3cc([N+](=O)[O-])ccc3s2)cc1	-5%
COc1ccc([C@H]2N[C@]3(CCCN(Cc4ccccc4)C3=O)[C@H]3C(=O)N(C)C(=O)[C@@H]23)cc1	-2%
COc1ccc(OC)c2sc(N(Cc3cccnc3)C(=O)c3ccc(C(C)=O)cc3)nc12	1%
CCCN1CNC(=S)N(c2ccccc2C)C1	-2%
CCOCCCNC(=O)CN1C(=O)COc2ccc(S(=O)(=O)N3CCCC3)cc21	10%
CN[C@H](C)C(=O)NC[C@H]1O[C@@H](n2ccc(N)nc2=O)[C@H](O)[C@@H]1O	5%
CC(C)CNC(=O)COC(=O)c1c2c(nc3ccccc13)CCC2	-1%
COc1ccc(Cl)cc1NC(=O)CSC1=Nc2ccccc2C2=NC(CC(=O)NC3CCCCC3)C(=O)N12 (stereo unspecified)	3%
COc1cc(/C=N/NC(=O)c2nnn(-c3nonc3N)c2C)ccc1OCc1ccc(Cl)cc1	13%
Cc1ccc(C(=O)c2cn(CC(=O)NC3CCCCC3)c3nc(C)ccc3c2=O)cc1	-2%
Cc1ccc(CN2CCN(Cc3ccon3)CC2CCO)cc1 (stereo unspecified)	0%
COc1ccc(CNC(=O)c2ccc3c(c2)CCN3S(=O)(=O)c2ccc(C)cc2)cc1	-2%
CCOc1ccc(NC(=O)CN(C)C(=O)c2c(C)noc2C)cc1OCC	8%
Cc1cc(C)nc(NC(=S)Nc2ccc(Br)cc2Cl)c1	-3%
COc1ccc(C2NC(=O)N(C)C3=C2C(=O)N(c2ccc(C)cc2)C3)cc1 (stereo unspecified)	5%
Cc1cccc(S(=O)(=O)N(C)C[C@H]2OCc3cnnn3CCCC(=O)N([C@@H](C)CO)C[C@H]2C)c1	8%
COc1ccc(/C=C2\COc3ccccc3C2=O)cc1OC	14%
CCn1c(=O)n(-c2ccc3c(c2)OCO3)c2nc(-c3ccc(C(C)C)cc3)nc(C(N)=O)c21	-7%
Cc1[nH]n(-c2ccccc2)c(=O)c1N=Nc1ccc2c(c1)OCO2	5%
CCOC(=O)c1ccc(NC(=O)Cn2cc(C(=O)c3cccs3)c3ccccc32)cc1	4%
COc1ccc(OC)c(CCNC(=O)c2ccc3c(c2)c(C)c(C)n3Cc2ccccc2)c1	3%
COc1ccc(-c2noc(CSc3nnc(Cc4ccccc4)n3-c3ccc(F)cc3)n2)cc1	14%
Cc1ccc(COC(=O)CCN=C2NS(=O)(=O)c3ccccc32)cc1	-3%
COc1ccc2nc3n(c(=O)c2c1)-c1ncccc1C(=O)NC3C (stereo unspecified)	3%
COc1ccc(C(=O)COC(=O)C2COc3ccccc3O2)c(OC)c1 (stereo unspecified)	4%
Cc1nn(C)c2c1c(-c1ccccc1)cc(=O)n2C(C)C(=O)NCCc1ccc(Cl)cc1 (stereo unspecified)	-5%
CCCCn1c(N)c(N(CC)C(=O)Cc2ccc(S(=O)(=O)N3CCOCC3)s2)c(=O)[nH]c1=O	-10%
Cc1ccc(S(=O)(=O)N(C)c2ccc(C(=O)Nc3ccccn3)cc2)cc1	6%

Look-ups from the list:
`Cc1ccccc1Nc1nc(N)nc(COC(=O)c2nn(C)c(=O)c3ccccc23)n1` in aSyn yeast rescue has 3%
`COc1ccc(-c2noc(CSc3nnc(Cc4ccccc4)n3-c3ccc(F)cc3)n2)cc1` in aSyn yeast rescue has 14%
`COc1ccc(CCN2C(=O)N(c3ccc(F)cc3)C(=O)C2CC(=O)Nc2ccc(OC)cc2)cc1` (stereo unspecified) in aSyn yeast rescue has 1%
`COc1ccc(/C=C2\COc3ccccc3C2=O)cc1OC` in aSyn yeast rescue has 14%

Assay outcomes as filed in PubChem.
